Bioassay records as filed in PubChem BioAssay.
HTR5A ag: counter-screen for OPRM1-OPRD1 agonists: human HTR5A agonism; P47898; HTR5A agonist assay, luminescence, cell-based; activation, % at 9.3 µM; 340,000 compounds, 0.61% hits; AID 504692; in the data active = activation mostly above about 9.5%, no sharp cut-off; inactive = mostly below about 7.6%;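 note: 0% = cells with vehicle only and 100% = reference agonist; strong numbers were not always called active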
SR-BI DiI inh: mouse SR-BI HDL lipid transfer inhibition; Q61009; ldlA[mSR-BI] CHO cells, DiI-HDL uptake fluorescence, 3 h; inhibition, % at 12.5 µM; 320,000 compounds, 0.96% hits; AID 488896;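 active = mean replicate inhibition of at least 70% and a set share of replicates each scoring 70 or more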;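 note: 0% = median of neutral control wells and 100% = median of positive control wells; values of inactives mirror those of a sister screen read the other way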
Target sequence (Q61009 whole entry, looked up): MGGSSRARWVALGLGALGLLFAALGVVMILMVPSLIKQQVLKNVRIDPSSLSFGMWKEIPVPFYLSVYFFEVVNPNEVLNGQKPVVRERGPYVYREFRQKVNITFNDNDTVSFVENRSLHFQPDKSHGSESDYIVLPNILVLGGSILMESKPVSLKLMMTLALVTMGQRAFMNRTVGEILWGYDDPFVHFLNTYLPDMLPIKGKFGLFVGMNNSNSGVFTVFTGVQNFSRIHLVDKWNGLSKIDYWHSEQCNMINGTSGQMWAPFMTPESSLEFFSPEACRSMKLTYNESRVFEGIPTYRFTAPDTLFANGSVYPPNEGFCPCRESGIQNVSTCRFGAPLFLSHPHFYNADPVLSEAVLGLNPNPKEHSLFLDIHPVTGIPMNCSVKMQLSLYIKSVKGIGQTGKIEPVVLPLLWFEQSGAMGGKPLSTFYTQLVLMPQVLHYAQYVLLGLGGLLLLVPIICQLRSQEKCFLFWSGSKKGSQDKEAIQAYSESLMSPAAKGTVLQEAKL
Wnt act: activates Wnt/beta-catenin signaling in a reporter cell assay; activator, plate reader; activation, % at 9.35 µM; 300,000 compounds, 1.2% hits; AID 743398; in the data active = activation above about 30%, passing the limit was not always enough;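 note: 0% = neutral control wells and 100% = positive control wells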
cardiac RTF act: cardiac RTF calcium sensitization; P19429+P45379; IANBD-labeled TnC RTF fluorescence at EC20 calcium; 0% EC20 calcium, 100% full calcium; activation, % at 7.2 µM; 340,000 compounds, 0.24% hits; AID 493008;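 active = activation above the mean over all tested compounds plus 3 SD, cut at about 30% in these data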;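 note: rise in fluorescence read as greater calcium sensitivity of cardiac thin filaments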
PvdQ acylase: P. aeruginosa PvdQ acylase inhibition. 340,000 compounds, 0.063% hits. purified PvdQ acylase, fluorescence plate reader. inhibition, % at 10 µM; in the data active = inhibition above about 30%, passing the limit was not always enough;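 note: 0% = vehicle neutral wells and 100% = reference inhibitor wells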
MITF act: MITF TRPM1 promoter activation in melanoma cells; SK-MEL-5 TRPM1-promoter luciferase, 24 h; % of positive control, neutral wells = 0; activation, % at 12.5 µM; 300,000 compounds, 0.75% hits; AID 588334;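 active = mean activation of at least 80% with every replicate also reaching 80%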;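 note: 0% = neutral control wells and 100% = parthenolide positive control wells; values of inactives mirror those of a sister screen read the other way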
Rtt109 HAT inh: inhibitors of Candida albicans Rtt109/Vps75 histone acetyltransferase | Q5AAJ8 | purified Rtt109/Vps75, ThioGlo CoA-SH fluorescence, 4 h | inhibition, % at 34.9 µM | 330,000 compounds, 0.16% hits;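 active = inhibition of at least 50% in every replicate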
SR-BI DiI-HDL act: SR-BI HDL lipid transfer activation. CHO ldlA[mSR-BI] cells, DiI-HDL uptake fluorescence, 3 h; 100 = double the neutral-control signal. activation, % at 12.5 µM. 320,000 compounds, 0.096% hits;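 active = mean replicate activation of at least 60% and every replicate at or above 60%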;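 note: 0% = median plate neutral-control signal and 100% = twice that signal; values of inactives mirror those of a sister screen read the other way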
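System: CHO ldlA[mSR-BI] cells / Medium: HEPES-buffered (25 mM, pH 7.4) F12 plus 0.5% BSA / Probe or stimulus: labelled HDL, 10 µg/mL / Doses: single compound concentration, delivered by pin transfer / Schedule: 3 h, 37 °C / Measured by: DiI fluorescence, bottom read / Measure: cell-associated DiI fluorescence as measure of HDL uptake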
dFosB act: mouse delta FosB homodimer activation. P13346. purified delta FosB, TAMRA-CDK5 oligo fluorescence polarization; percent of positive-control signal above neutral wells. activation, % at 25 µM. 340,000 compounds, 0.99% hits;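 active = mean activation above about 17%, with every replicate also reaching it, limit read from the data, passing the limit was not always enough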;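 note: fluorescence polarization rise as delta FosB binds a TAMRA Cdk5 AP-1 oligo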
Target sequence (P13346 whole entry, looked up): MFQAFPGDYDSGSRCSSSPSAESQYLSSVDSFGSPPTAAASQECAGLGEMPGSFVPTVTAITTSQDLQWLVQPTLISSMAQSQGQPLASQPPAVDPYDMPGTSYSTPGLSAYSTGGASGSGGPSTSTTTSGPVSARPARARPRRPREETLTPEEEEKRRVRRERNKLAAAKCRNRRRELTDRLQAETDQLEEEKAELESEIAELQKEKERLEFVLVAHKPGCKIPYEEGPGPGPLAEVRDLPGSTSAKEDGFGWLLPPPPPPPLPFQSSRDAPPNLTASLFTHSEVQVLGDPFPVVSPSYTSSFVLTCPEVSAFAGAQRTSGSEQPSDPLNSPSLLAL
CDK5 inh: inhibitors of human CDK5/p35 kinase; Q00535+Q15078; Recombinant CDK5/p35, ADP-Glo luminescence, 60 min; inhibition, % at 10 µM; 330,000 compounds, 0.01% hits; AID 488839;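 active = highest replicate inhibition of at least 50% and at least 75% of replicates reaching 50%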;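 note: plate controls were DMSO neutral control for no effect and GW8510 at 10 µM for full effect; many of its hits are not listed in these tables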
The depositor's hits bear a star. An unsorted share of the library; overall some 4.4% were active at least once.

For CCc1cc(C(=O)Nc2nnc(C3CC3)s2)sc1C the results were HTR5A ag 4, SR-BI DiI inh 48, Wnt act 14, cardiac RTF act -2, PvdQ acylase -13, MITF act 45, Rtt109 HAT inh 2, SR-BI DiI-HDL act -48, dFosB act -12 and CDK5 inh -1.1.
For Nn1c(SCC(=O)NC2CCS(=O)(=O)C2)nc2scc(-c3ccccc3)c2c1=O (stereo not drawn) the results were HTR5A ag -4, SR-BI DiI inh -13, Wnt act -2, cardiac RTF act 0, PvdQ acylase 10, MITF act 8, Rtt109 HAT inh 6, SR-BI DiI-HDL act 13, dFosB act -11 and CDK5 inh 1.8.
`CCn1c(CNC(=O)C23CC4CC(CC(C4)C2)C3)nnc1SCC(=O)Nc1nnc(C)s1` gave HTR5A ag 2, SR-BI DiI inh 1, Wnt act -1, cardiac RTF act 4, PvdQ acylase -18, Rtt109 HAT inh 1, SR-BI DiI-HDL act -1, dFosB act -1 and CDK5 inh 0.9.
Screening Cc1ccccc1CSCCNC(=O)Nc1ccccc1 returned HTR5A ag -3, SR-BI DiI inh 2, Wnt act 23, cardiac RTF act -1, PvdQ acylase -8, MITF act 5, Rtt109 HAT inh -4, SR-BI DiI-HDL act -2, dFosB act -6 and CDK5 inh -5.6.
COc1ccccc1NC(=O)c1c(Br)cnn1C was read as HTR5A ag 3, SR-BI DiI inh 23, Wnt act 2, cardiac RTF act -1, PvdQ acylase 2, MITF act -3, SR-BI DiI-HDL act -23, dFosB act -10 and CDK5 inh 1.1.
For O=C(Nc1cccc(C(=O)N2CCCc3ccccc32)c1)c1ccccc1 the results were HTR5A ag 2, SR-BI DiI inh 59, Wnt act -1, cardiac RTF act 0, PvdQ acylase -8, MITF act -25, Rtt109 HAT inh -4, SR-BI DiI-HDL act -59, dFosB act -7 and CDK5 inh 0.0.
`COc1ccc(Cl)cc1NC(=O)c1[nH]nc(OC)c1[N+](=O)[O-]` gave HTR5A ag -3, SR-BI DiI inh 3, Wnt act 9, cardiac RTF act -6, PvdQ acylase -3, MITF act -21, Rtt109 HAT inh 9, SR-BI DiI-HDL act -3, dFosB act 1 and CDK5 inh 0.3.
`OCCC1CN(Cc2cccn2-c2cccnc2)CCN1CCc1ccccc1` (stereo not drawn) gave HTR5A ag -5, SR-BI DiI inh -14, Wnt act 0, cardiac RTF act 3, PvdQ acylase -9, MITF act 0, Rtt109 HAT inh 5, SR-BI DiI-HDL act 14, dFosB act -11 and CDK5 inh 1.8.
Screening COc1ccc(C2=NN(C(=O)CSc3nnc(C)n3C)C(c3ccco3)C2)cc1 (stereo not drawn) returned HTR5A ag -5, SR-BI DiI inh -4, Wnt act -1, cardiac RTF act 0, PvdQ acylase -6, MITF act 16, Rtt109 HAT inh 9, SR-BI DiI-HDL act 4, dFosB act -5 and CDK5 inh -2.6.
Cc1ccc(C(=O)NC(=S)Nc2ccccc2C(F)(F)F)cc1C was read as HTR5A ag 7, SR-BI DiI inh 22, cardiac RTF act 7, PvdQ acylase 1, MITF act 13, Rtt109 HAT inh 3, SR-BI DiI-HDL act -22, dFosB act -1 and CDK5 inh 0.0.
`O=C(NCCCO)C(=O)NCC(c1ccc2c(c1)OCO2)N1CCN(c2ccc(F)cc2)CC1` (stereo not drawn) gave HTR5A ag -2, SR-BI DiI inh 13, Wnt act -2, cardiac RTF act -2, PvdQ acylase -5, MITF act 3, Rtt109 HAT inh -6, SR-BI DiI-HDL act -13 and dFosB act -7.
For COc1ccc(NC(=O)CSc2cn[nH]n2)c(OC)c1 the results were HTR5A ag 3, SR-BI DiI inh -6, Wnt act -1, cardiac RTF act -1, PvdQ acylase -7, MITF act 6, Rtt109 HAT inh 4, SR-BI DiI-HDL act 6, dFosB act 3 and CDK5 inh 1.0.
For Cc1ccc(Nc2nnc(SCC(=O)NC3CCCc4ccccc43)s2)cc1 (stereo not drawn) the results were HTR5A ag 4, SR-BI DiI inh 13, Wnt act 1, cardiac RTF act 1, PvdQ acylase 6, MITF act -6, Rtt109 HAT inh 4, SR-BI DiI-HDL act -13, dFosB act 9 and CDK5 inh 2.1.
Screening CCn1c(SCc2nc(N)nc(N3CCCCC3)n2)nc2c1c(=O)n(C)c(=O)n2C returned HTR5A ag 3, SR-BI DiI inh 3, cardiac RTF act 2, PvdQ acylase 2, MITF act -4, Rtt109 HAT inh 3, SR-BI DiI-HDL act -3, dFosB act -5 and CDK5 inh 0.3.
Screening Cc1cc(NC(=O)COc2ccccc2C)ccc1NC(=O)c1cccs1 returned HTR5A ag -3, Wnt act -1, cardiac RTF act 2, PvdQ acylase 10, MITF act 4, Rtt109 HAT inh 3, dFosB act -12 and CDK5 inh 1.7.
Screening Cc1ccccc1NC(=O)CSc1ccc(-c2ccco2)nn1 returned HTR5A ag -2, SR-BI DiI inh -4, Wnt act 4, cardiac RTF act -4, PvdQ acylase 3, MITF act 7, Rtt109 HAT inh 1, SR-BI DiI-HDL act 4, dFosB act -1 and CDK5 inh 0.8.
`CS(=O)(=O)N1CCN(c2ccc(NC(=O)c3ccc([N+](=O)[O-])o3)cc2)CC1` gave HTR5A ag -6, SR-BI DiI inh 6, Wnt act -6, cardiac RTF act 6, PvdQ acylase -13, MITF act -74, SR-BI DiI-HDL act -6, dFosB act 1 and CDK5 inh -0.8.
CCOC(=O)c1c(C)[nH]c(C(=O)OCC(=O)NCc2ccc(OC)c(OC)c2)c1C was read as HTR5A ag 2, SR-BI DiI inh 27, Wnt act -5, cardiac RTF act -1, PvdQ acylase 9, MITF act 17, Rtt109 HAT inh 10, SR-BI DiI-HDL act -27, dFosB act 5 and CDK5 inh 1.7.
COc1cc([C@H]2Oc3c(OC)cc(CCCO[C@@H]4O[C@H](CO)[C@@H](O)[C@H](O)[C@H]4O)cc3[C@@H]2CO)ccc1O was read as HTR5A ag 1, SR-BI DiI inh -5, Wnt act -1, cardiac RTF act 5, PvdQ acylase -10, MITF act 9, Rtt109 HAT inh 3, SR-BI DiI-HDL act 5, dFosB act -5 and CDK5 inh -1.2.
Screening O=C(N/N=C/c1ccc(O)cc1)Nc1cccc2nsnc12 returned HTR5A ag 0, SR-BI DiI inh 22, Wnt act 18, cardiac RTF act 0, PvdQ acylase -10, MITF act 56, Rtt109 HAT inh 9, SR-BI DiI-HDL act -22, dFosB act 13 and CDK5 inh -0.3.
For CC1CCCCC1NC(=O)COC(=O)COc1ccccc1Cl (stereo not drawn) the results were HTR5A ag 6, SR-BI DiI inh -6, Wnt act -2, cardiac RTF act 5, PvdQ acylase -20, MITF act 1, Rtt109 HAT inh -3, SR-BI DiI-HDL act 6, dFosB act 2 and CDK5 inh -6.5.
`O=C(CC1S/C(=N/N=C/c2cccnc2)NC1=O)Nc1ccccc1` (stereo not drawn) gave HTR5A ag 0, SR-BI DiI inh 12, Wnt act -1, cardiac RTF act 3, PvdQ acylase -3, MITF act -4, Rtt109 HAT inh 4, SR-BI DiI-HDL act -12, dFosB act 2 and CDK5 inh -0.5.
For COc1ccc(Cl)cc1NC(=O)C1CC(=O)N(C2CCCCC2)C1 (stereo not drawn) the results were HTR5A ag -1, SR-BI DiI inh 31, Wnt act 0, cardiac RTF act 6, PvdQ acylase -12, MITF act 7, Rtt109 HAT inh 4, SR-BI DiI-HDL act -31, dFosB act -5 and CDK5 inh -2.4.
`COC(=O)[C@@]12CCCCN1[C@H](c1ccc(SC3CCCCC3)c(OC)c1)[C@@H]1C(=O)N(C)C(=O)[C@@H]12` gave HTR5A ag 0, SR-BI DiI inh -16, Wnt act -3, cardiac RTF act 1, PvdQ acylase -11, MITF act 7, Rtt109 HAT inh 5, SR-BI DiI-HDL act 16, dFosB act -13 and CDK5 inh -2.6.
Screening CCOC(=O)Cn1c(=S)[nH]c2c(oc3ccc(Cl)cc32)c1=O returned HTR5A ag 2, SR-BI DiI inh -18, Wnt act 2, cardiac RTF act -7, PvdQ acylase -6, MITF act 2, Rtt109 HAT inh -6, SR-BI DiI-HDL act 18, dFosB act 3 and CDK5 inh 1.0.
COc1ccccc1C(=O)NC(=S)N1CCCc2ccccc21 was read as HTR5A ag 6, SR-BI DiI inh 4, Wnt act 8, cardiac RTF act 4, PvdQ acylase -12, MITF act -5, Rtt109 HAT inh -6, SR-BI DiI-HDL act -4, dFosB act 0 and CDK5 inh -1.7.
COc1ccc(-c2csc(NC(=O)Nc3ccccc3)n2)cc1 was read as HTR5A ag 8, SR-BI DiI inh 48, Wnt act 4, cardiac RTF act -3, PvdQ acylase 0, MITF act 10, Rtt109 HAT inh 11, SR-BI DiI-HDL act -48, dFosB act 0 and CDK5 inh 1.1.
CN(C)C(=O)c1cn(-c2ccc(Cl)cc2)c(=O)c2ccccc12 was read as HTR5A ag -2, SR-BI DiI inh -2, Wnt act -2, cardiac RTF act 0, PvdQ acylase -7, MITF act 3, Rtt109 HAT inh -10, SR-BI DiI-HDL act 2, dFosB act 0 and CDK5 inh -2.9.
Screening CCC(=O)N1c2ccc(S(=O)(=O)NCCc3ccc(OC)c(OC)c3)cc2CC1C (stereo not drawn) returned HTR5A ag -3, SR-BI DiI inh 4, Wnt act -1, cardiac RTF act -8, PvdQ acylase -15, MITF act 1, Rtt109 HAT inh 0, SR-BI DiI-HDL act -4, dFosB act -2 and CDK5 inh -3.2.
Cc1cc(NC2CCCCC2)nc(-c2ccccc2O)n1 was read as HTR5A ag 5, SR-BI DiI inh 63, cardiac RTF act -1, PvdQ acylase -4, MITF act 25, Rtt109 HAT inh 7, dFosB act -5 and CDK5 inh 1.2.

Compounds shown so far that contain a thiophene ring, fused or not, in the order listed:
For CCc1cc(C(=O)Nc2nnc(C3CC3)s2)sc1C the results were HTR5A ag 4, SR-BI DiI inh 48, Wnt act 14, cardiac RTF act -2, PvdQ acylase -13, MITF act 45, Rtt109 HAT inh 2, SR-BI DiI-HDL act -48, dFosB act -12 and CDK5 inh -1.1.
For Nn1c(SCC(=O)NC2CCS(=O)(=O)C2)nc2scc(-c3ccccc3)c2c1=O (stereo not drawn) the results were HTR5A ag -4, SR-BI DiI inh -13, Wnt act -2, cardiac RTF act 0, PvdQ acylase 10, MITF act 8, Rtt109 HAT inh 6, SR-BI DiI-HDL act 13, dFosB act -11 and CDK5 inh 1.8.
Screening Cc1cc(NC(=O)COc2ccccc2C)ccc1NC(=O)c1cccs1 returned HTR5A ag -3, Wnt act -1, cardiac RTF act 2, PvdQ acylase 10, MITF act 4, Rtt109 HAT inh 3, dFosB act -12 and CDK5 inh 1.7.

Already shown: an excerpt of the list.
For CC1CCCCC1NC(=O)COC(=O)COc1ccccc1Cl (stereo not drawn) the results were HTR5A ag 6, SR-BI DiI inh -6, Wnt act -2, cardiac RTF act 5, PvdQ acylase -20, MITF act 1, Rtt109 HAT inh -3, SR-BI DiI-HDL act 6, dFosB act 2 and CDK5 inh -6.5.
`O=C(CC1S/C(=N/N=C/c2cccnc2)NC1=O)Nc1ccccc1` (stereo not drawn) gave HTR5A ag 0, SR-BI DiI inh 12, Wnt act -1, cardiac RTF act 3, PvdQ acylase -3, MITF act -4, Rtt109 HAT inh 4, SR-BI DiI-HDL act -12, dFosB act 2 and CDK5 inh -0.5.
